GLD-1 TGE inh: GLD-1-TGE RNA interaction inhibition (C. elegans) | inhibition, % at 5.96 µM | purified GLD-1 + fluorescein TGE RNA, fluorescence polarization | actives 0.44% (n = 320,000);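 active = percent inhibition above a per-plate cutoff, the plate mean of test compounds plus 3 SD, cut at about 30% in these data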;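 note: 0% = DMSO wells with GLD-1 and probe and 100% = wells lacking GLD-1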
Target sequence (Q17339 whole entry, looked up): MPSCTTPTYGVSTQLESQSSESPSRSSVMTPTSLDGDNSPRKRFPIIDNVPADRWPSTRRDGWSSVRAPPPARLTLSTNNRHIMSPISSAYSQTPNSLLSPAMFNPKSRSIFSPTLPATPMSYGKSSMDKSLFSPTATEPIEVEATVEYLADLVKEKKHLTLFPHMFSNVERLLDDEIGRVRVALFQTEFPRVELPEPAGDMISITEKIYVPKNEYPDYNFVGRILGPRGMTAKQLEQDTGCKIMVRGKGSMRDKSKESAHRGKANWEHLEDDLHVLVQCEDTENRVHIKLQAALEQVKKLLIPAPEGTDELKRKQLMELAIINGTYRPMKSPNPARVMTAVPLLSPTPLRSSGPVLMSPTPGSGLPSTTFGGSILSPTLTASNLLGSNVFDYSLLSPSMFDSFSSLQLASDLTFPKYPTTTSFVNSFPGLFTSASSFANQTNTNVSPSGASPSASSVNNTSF
MCL1-BIM inh: disrupts human MCL1 binding to BIM-BH3 peptide | Q07820 | GST-MCL1 / FITC-Bim-BH3 fluorescence polarization | inhibition, % at 10.9 µM | actives 0.68% (n = 320,000);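 active = inhibition above the mean inhibition of all tested compounds plus 3 SD, set per campaign, cut at about 40% in these data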;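 note: 0% = DMSO wells and 100% = unlabeled Bim-BH3 peptide control; higher means more loss of mP so more displacement of Bim peptide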
Target sequence (Q07820 whole entry, looked up): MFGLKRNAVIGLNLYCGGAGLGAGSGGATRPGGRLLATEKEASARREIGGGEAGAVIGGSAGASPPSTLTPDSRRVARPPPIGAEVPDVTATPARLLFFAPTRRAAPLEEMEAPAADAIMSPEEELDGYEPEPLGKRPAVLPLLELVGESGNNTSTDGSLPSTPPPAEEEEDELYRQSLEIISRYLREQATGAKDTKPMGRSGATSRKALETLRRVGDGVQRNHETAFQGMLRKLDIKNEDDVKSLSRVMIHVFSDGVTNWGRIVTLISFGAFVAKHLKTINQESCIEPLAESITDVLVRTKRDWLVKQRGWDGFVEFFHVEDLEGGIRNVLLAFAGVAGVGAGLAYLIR
AGP1 TOR yeast: alters AGP1-GFP fluorescence in TOR pathway yeast screen; S. cerevisiae AGP1-GFP multiplex flow cytometry, 3 h; GFP as percent of DMSO wells; GFP response vs DMSO, % at 10 µM; AID 2066; actives 0.02% (n = 320,000);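 active = GFP response relative to DMSO above a set limit, near screen average plus 3 SD, cut at about 150% in these data; inconclusive = fewer than 70 cells counted for the yeast strain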;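 note: median GFP channel fluorescence of the gated AGP1 strain per well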
VLA-4 inh: inhibition in a human VLA-4 binding assay; AID 2557; actives 0.2% (n = 330,000); inhibition, % (about 7 µM as worked out from the volumes in the protocol); P13612; VLA-4 expressing cells, ligand binding flow cytometry; in the data active = inhibition above about 50%
Fam108B counter: Fam108B inhibition, counter-screen for RBBP9 inhibitors; inhibition, % at 9.51 µM; actives 0.33% (n = 300,000); recombinant Fam108B, FP-Rh probe fluorescence polarization;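 active = inhibition above the screen mean inhibition plus 3 SD, computed separately per campaign, cut at about 18% in these data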;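 note: inhibitors lower polarization as less probe binds the enzyme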
CIT2-GFP yeast: modulators of TOR pathway CIT2-GFP in S. cerevisiae | S. cerevisiae CIT2-GFP strain, flow cytometry, 3 h; 100 means same as DMSO wells | GFP response vs DMSO, % at 10 µM | actives 0.065% (n = 320,000);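 active = GFP response relative to DMSO above a set limit, near the screen mean plus 3 SD, cut at about 150% in these data; inconclusive = Fewer than 70 cells measured for a yeast strain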;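 note: ratio of well median GFP fluorescence to mean of DMSO wells on the plate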
MEX-5 binding: C. elegans MEX-5 TCR-2 RNA binding activity; Q9XUB2; MEX-5/FITC-TCR2 RNA binding, fluorescence polarization; active compounds read low; activity score (negative = inhibition of binding), % at 10 µM; actives 0.38% (n = 300,000); AID 1832;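 active = inhibition past about -25% in most replicates, and total fluorescence under double the plate's negative control median, limit read from the data; inconclusive = replicates evenly split on the limit, or fluorescence at least double controls; inactive = too little inhibition in most replicates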;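 note: 0% = DMSO and -100% = 5 µM competing unlabeled TCR2 RNA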
GRK2 aptamer HTS: inhibitors of human GRK2 displacing RNA aptamer; inhibition of aptamer binding, % at 10 µM; actives 0.59% (n = 330,000); AID 488847; bead flow cytometry, FAM-aptamer displacement from GRK2;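 active = inhibition of aptamer binding above 40%, roughly 3 SD of noise, on plates passing a quality check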;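 note: median bead fluorescence of bound FAM aptamer so fluorescent compounds give negative values; no value below 0 was filed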
Bcl-xL primary: blocks human Bcl-xL binding to Bim BH3 peptide. inhibition, % at 10.9 µM. GST-Bcl-xL / FITC-Bim BH3 peptide fluorescence polarization. actives 0.7% (n = 320,000). Q07817;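 active = inhibition above the mean of all tested compounds plus 3 SD, cutoff set per campaign, cut at about 30% in these data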;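 note: 0% = DMSO wells and 100% = unlabeled Bim-BH3 peptide competitor; inhibitors lower millipolarization by displacing the labeled peptide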
Target sequence (Q07817 whole entry, looked up): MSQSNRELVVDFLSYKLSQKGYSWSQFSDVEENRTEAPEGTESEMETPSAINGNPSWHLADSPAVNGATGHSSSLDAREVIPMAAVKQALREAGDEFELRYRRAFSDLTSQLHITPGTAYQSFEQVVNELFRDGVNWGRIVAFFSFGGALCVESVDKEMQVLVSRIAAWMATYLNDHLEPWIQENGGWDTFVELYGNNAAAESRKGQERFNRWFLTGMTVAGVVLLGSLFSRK
Active calls of the source: *; i = inactive; ? = inconclusive; . = not tested or not shown; & = joins results of further samples; [ ] = remark or other dose.

SMILES	GLD-1 TGE inh	MCL1-BIM inh	AGP1 TOR yeast	VLA-4 inh	Fam108B counter	CIT2-GFP yeast	MEX-5 binding	GRK2 aptamer HTS	Bcl-xL primary
NS(=O)(=O)c1cccc(NC(=O)CSc2ncnc3ccccc23)c1	-3.4	-8.1	100.1	3.0	-4.3	88.5	-0.7	1.0	0.2
O=C(CCNS(=O)(=O)c1cccc2nsnc12)NC1CCCc2ccccc21 (centres undefined)	-4.2	-3.0	28.1[may fluoresce violet]	10.6	11.7	?	-0.3	2.0	-7.6
Clc1ccc(C(c2nnnn2C2CCCC2)N2CCN(c3nc4ccccc4s3)CC2)cc1 (centres undefined)	1.6	0.0	104.2	34.1	2.2	102.2	0.7	2.0	2.9
COc1ccccc1CCNS(=O)(=O)c1cn(C)nc1C	-4.4	1.7	101.2	i	4.7	100.5	-0.7	1.0	3.3
COCCCNc1nc(CC(C)C)nc2c1nnn2Cc1ccccc1	6.0	6.9	95.3	0.1	5.8	97.4	0.2	.	1.3
Cc1cc(C)c(S(=O)(=O)N2CC=C(c3ccccc3)CC2)c(C)c1	2.3	-6.6	106.5	6.4	-4.3	103.8	-0.2	2.0	4.2
COc1ccccc1NC(=S)NC(=O)/C=C/c1ccco1	7.2	20.2	77.3	-13.1	2.5	81.2	3.6	1.0	14.3
O=C1[C@H]2[C@@H](c3ccc(F)cc3)N3C(=O)N(c4cccc(F)c4)C(=O)[C@@]3(Cc3ccccc3)[C@H]2C(=O)N1C1CCCCC1	5.0	0.6	79.0	20.3	-2.2	65.7	1.7	2.0	2.9
COc1ccc(C2C(C(=O)Nc3ccccc3)=C(C)N=C3SCC(=O)N32)cc1 (centres undefined)	4.7	9.7	107.2	1.4	-0.8	95.0	-0.2	0.0	5.6
CC(C)/C=C1\CCc2c([nH]c3ccccc23)C1=O	-0.1	4.4	97.5	8.8	1.2	93.5	-0.8	1.0	-1.2
CN(C)c1cc[n+](Cc2ccccc2)cc1	-0.7	3.1	76.2	-0.9	-0.9	79.3	-0.7	3.0	-0.2
Cc1ccc(Nc2nnc(-c3ccccc3N)o2)cc1C	-0.4	-2.2	94.6	-1.2	-2.2	87.7	0.7	3.0	3.6
Cc1nc2nc3c(c(=O)n2[nH]1)CCC3	4.3	4.2	107.0	0.3	1.1	108.8	-0.9	3.0	7.3
CC[C@H](C)[C@@H](C(=O)NCCCCCCCCCCC(=O)N1CCN(C(=O)OC(C)(C)C)CC1)n1cc(CCCCCNC(=O)OC(C)(C)C)nn1	3.8	-3.0	103.0	19.2	4.9	101.9	.	0.0	6.6
COc1ccc(S(=O)(=O)n2nc(C)c(S(=O)(=O)N3CCOCC3)c2C)cc1	0.3	-5.2	100.6	2.9	-2.8	100.8	3.6	0.0	-3.6
Cc1ccc(S(=O)(=O)Nc2cc(-c3ccc(Cl)cc3)nn2C)cc1	0.3	1.2	94.3	15.6	0.1	81.2	-2.6	1.0	5.2
CC1CN(c2cc(=O)n(-c3ccccc3)c(=O)[nH]2)CC(C)O1 (centres undefined)	-8.2	-8.9	96.1	0.0	-1.3	91.4	2.0	0.0	-1.4
Cc1nc2nc[nH]n2c(=O)c1NC(=O)CC12CC3CC(CC(C3)C1)C2	-1.8&1.5	-2.2&0.7	106.7&113.6	23.0&-5.6	-1.3&0.1	89.2&110.7	0.2&0.9	0.0&0.0	4.0&3.8
Cc1nc(CN2CCN(C(=O)c3ccc(C(C)(C)C)cc3)CC2)cs1	5.8	-2.2	98.5	9.0	2.0	97.7	-1.1	0.0	-2.0
Cc1ccc2cc(C)c3nnc(SCc4ccc(C(=O)O)cc4)n3c2c1C	2.1	-3.8	95.2	-0.8	-3.4	84.1	-1.3	0.0	3.8
CCOC(=O)c1cn(CC#N)c2cc(F)c(F)cc2c1=O	-0.8	4.6	111.6	2.1	2.5	112.2	0.1	0.0	1.8
CCN(CC)CC(O)Cn1c(C)c(-c2ccccc2)c2cc([N+](=O)[O-])ccc21 (centres undefined)	2.1	9.3	102.5	0.0	-0.2	98.6	1.5	0.0	-3.0
COc1ccc(C(=O)COC(=O)/C=C/c2ccccc2)c(OC)c1	-1.6	0.6	90.8	3.7	.	84.0	.	1.0	-0.8
O=C(NC1CCCCC1)C1CC(O)CN1C(=O)OCc1ccccc1 (centres undefined)	2.1	5.4	102.6	7.3	2.6	102.6	-2.2	1.0	1.2
O=C(NC(c1ccccc1)c1ccccc1)C1CCCN(S(=O)(=O)c2cnc[nH]2)C1 (centres undefined)	6.4	0.8	100.5	14.7	1.6	99.0	2.1	6.0	3.0
O=C(NCC(c1ccco1)N1CCN(c2ccccc2)CC1)C(=O)NC1CCCCC1 (centres undefined)	0.8	-1.7	101.9	5.9	-0.6	95.5	1.3	2.0	-2.5
O=C(NNc1ccccc1Br)C(=O)n1ccc2ccccc21	2.8	-7.1	92.3	-9.8	-3.5	85.0	1.8	0.0	-0.9
Cc1ccn2c(-c3csc(NCc4ccccc4)n3)c(C)nc2c1	-7.9	5.2	91.2	-21.2	14.1	98.1	-0.3	1.0	2.5
Cc1nc(C)c(-c2csc(Nc3ccc(O)cc3C)n2)s1	2.8	0.0	98.8	-9.8	-2.8	95.7	-0.4	0.0	1.3
CN(C(=O)c1cccc(S(=O)(=O)N2CCCC2)c1)C1CCCCC1	-14.0	6.2	110.3	31.8	.	108.2	.	0.0	2.6
COc1ccc(-c2[nH]c(-c3ccc4c(c3)OCO4)nc2-c2ccccc2)cc1	5.1	3.5	100.4	6.6	10.7	98.1	-0.7	20.0	-0.1
O=C(Nc1cccc(-n2cnnn2)c1)c1cccnc1	0.6	2.9	92.1	1.3	2.8	96.6	-1.5	2.0	-0.3
COCC(=O)N1CCN(c2cccc(Cl)c2)CC1	-4.1	12.0	?	9.8	-1.2	89.1	0.5	0.0	9.4
COC(=O)CSc1nnc(-c2ccc(OC)cc2OC)o1	11.6	-1.9	89.8	20.1	-0.1	.	1.2	2.0	0.5
O=C(N/N=C\C=C\c1ccc(Br)cc1)c1ccc2c(c1)OCO2	2.5	-19.4	92.4	1.8	-4.3	88.4	0.0	25.0	-12.9
COc1ccccc1N1CCN(C(=O)CCC(=O)O)CC1	-4.9	-6.9	91.2	22.5	2.9	94.5	2.4	2.0	1.4
CC1Cc2nc(SCC(=O)Nc3ccc4c(c3)OCCO4)n(C)c(=O)c2S1 (centres undefined)	-0.3	8.7	73.3	17.3	5.1	61.1	0.1	2.0	5.5
CCOC(=O)c1c(C)c(C)n(Cc2ccc(OC)c(OC)c2)c1C	-1.1	6.5	107.8	.	-0.5	102.2	-0.6	0.0	10.1
CC1C/C(=N/O)C(C)CN1 (centres undefined)	-4.5	1.6	107.0	1.2	-4.9	108.6	-0.5	1.0	0.1
CCOC(=O)C1(Cc2cccc(OC)c2)CCN(Cc2ccccc2)CC1	0.0	11.2	91.7	-3.0	-2.2	90.3	2.2	0.0	4.1
Cc1cccc2c3nc4ccccc4nc3n(C)c12	13.6	40.4*	100.3	-3.7	-3.2	109.4	1.8	11.0	49.1*
O=c1cc(-c2ccccc2)cc(-c2ccccc2)n1CCO	5.1	2.0	.	.	1.0	.	2.2	.	6.5
CCN(CC)c1ccc(C2C3CCCCC3(O)CCN2CC(=O)Nc2ccccc2)cc1 (centres undefined)	3.0	-4.3	99.2	8.3	3.8	101.8	0.9	0.0	5.3
C[C@H]1CCC[C@]2(C)C[C@H]3OC(=O)C(CN4CCCCCC4)[C@H]3C=C12 (some centres undefined)	0.8	1.0	97.5	7.0	1.9	99.9	0.4	0.0	2.6
N#Cc1cc2c(nc1SCC(=O)N1CCCCC1)CCCC2	-12.9	1.6	93.7	-7.4	0.8	91.4	0.0	0.0	6.4
O=C(CC(c1ccccc1)c1cc(Br)ccc1O)NCCN1CCOCC1 (centres undefined)	1.7	2.6	105.1	7.9	-0.1	.	1.7	1.0	2.5
Cc1ccc(C)c(NC(=O)Nc2ccc3c(c2)OCO3)c1	2.7	1.0	99.2	-5.2	-1.4	98.5	2.8	0.0	2.2
CC(=O)n1cc([C@@H]2C=C(C(=O)NCc3ccccc3)O[C@H](OCCCCO)C2)c2ccccc21	-4.3	2.0	82.6	-2.7	4.8	84.9	1.3	3.0	5.5
CCC(C)Sc1nc(O)c(Cc2ccccc2)c(=O)[nH]1 (centres undefined)	-6.3	8.6	113.2	18.7	-5.5	104.1	0.6	2.0	2.3
Oc1ccc(/C=N/Nc2nc(-c3ccc(Cl)cc3)cc(C(F)(F)F)n2)cc1	0.7	-2.6	101.2	18.5	14.7	102.6	-0.9	0.0	5.9
Cc1cccc(C(=O)Nc2ccc(C(=O)N/N=C/c3cccnc3)cc2)c1	4.6	1.7	78.6	26.7	-1.2	87.0	-1.5	0.0	5.6
O=[N+]([O-])c1ccc(Cl)cc1Sc1cccc2cccnc12	-1.1	-3.8	102.8	7.1	-2.9	101.3	2.2	4.0	6.8
CCn1cc(C(=O)NC2CCCCC2)c(=O)c2ccc(C)nc21	2.2	6.9	100.5	-8.0	-3.2	95.6	0.3	1.0	4.1
C=CCNC(=S)NNC(=O)C(CCCC)CC(O)COCC(C)C (centres undefined)	0.3	-2.6	119.9	2.2	2.5	109.3	1.5	45.0*	0.5
S=C(NCC1CCCO1)N1CCN(c2nc(-c3ccccc3)cs2)CC1 (centres undefined)	4.9	1.6	86.0	2.4	-3.1	91.8	1.1	4.0	5.0
Cc1ccc(Oc2cc(NC(=O)CCCn3nc(C)c([N+](=O)[O-])c3C)cc([N+](=O)[O-])c2)cc1	-1.1	-0.5	95.5	-7.7	-13.2	90.1	-0.1	0.0	0.7
CC(C)(C)N1C(=O)[C@H]2[C@@H](c3ccc(Br)cc3)N3C(=O)N(c4cccc(Br)c4)C(=O)[C@@]3(Cc3ccccc3)[C@H]2C1=O	9.8	-45.4	97.5	-1.1	-9.9	100.6	1.2	3.0	2.8
COc1ccc(-c2ccc3oc(-c4ccsc4)c(-c4ccc(OC)cc4)c3c2)cc1	1.9	6.9	97.7	-7.5	-3.2	93.6	-0.5	4.0	4.1
O=C(CSC1=NS(=O)(=O)c2cc(Cl)ccc2N1)c1ccc(Cl)cc1	-3.8	-2.0	98.3	-5.9	-6.9	101.2	-0.6	0.0	-4.3
CCC(=O)NC(=S)Nc1ccc(OC)cc1OC	4.3	15.7	.	22.6	0.3	.	0.6	3.0	2.6
Following part.
SMILES	GLD-1 TGE inh	MCL1-BIM inh	AGP1 TOR yeast	VLA-4 inh	Fam108B counter	CIT2-GFP yeast	MEX-5 binding	GRK2 aptamer HTS	Bcl-xL primary
Cc1cc(NC(=O)c2c(Cl)cnn2C)no1	3.5	-5.5	103.4	2.3	-0.6	98.3	-2.3	0.0	1.2
O=C(O)c1ccc(N/N=C/c2ccc(C(F)(F)F)cc2)cc1	0.8	-5.2	91.2	-6.6	0.7	74.0	-2.8	0.0	0.1
CC1CN(c2cc(=O)n(Cc3ccc(F)cc3)c(=O)[nH]2)CC(C)O1 (centres undefined)	-6.1	-3.1	103.0	8.1	-4.8	108.8	-2.4	1.0	-0.2
Cc1ccc(N(Cc2cc3cc(C)ccc3[nH]c2=O)C(=O)c2cccs2)cc1	-4.1	-1.4	98.4	1.8	-6.5	99.3	0.3	0.0	-0.9
CCn1c(SCC#N)nc2cc(S(=O)(=O)N3CCOCC3)ccc21	3.6	-3.0	92.2	-5.3	6.3	105.5	-1.8	0.0	-3.1
